Bioassay records: PubChem, several laboratories
SUMO HTRF inh: blocks human SUMOylation mediated by UBC9; inhibition, % at 35 µM; actives 0.36% (n = 290,000); P63279; HTRF SUMOylation assay, SAE1/SAE2 + UBC9, in vitro; in the data active = inhibition above about 50%, passing the limit was not always enough; note: strong numbers were not always called active
p-CIP stab down: compounds decreasing mouse p/CIP protein stability; Q05BA5; F442A p/CIP-EGFP cells, EGFP fluorescence, 16 h; decrease of EGFP signal, % at 10 µM; actives 0.01% (n = 290,000); AID 1984;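 active = EGFP signal decrease of at least 30% at 10 µM or well 3 SD below plate mean, unless failing retest; inactive = the rest, including hits failing retest or dose response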; note: some compounds called inactive have numbers as strong as hits; many of its hits are not listed in these tables
IDE act: activators of human insulin-degrading enzyme in cells. HEK cells, FAbeta-B cleavage, fluorescence polarization; 0% vehicle, 100% cell-free pure enzyme wells. activation, % at 5.96 µM. P14735. actives 0.073% (n = 340,000);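 active = activation above the mean of all tested compounds plus 3 SD, set per screening campaign, cut at about 17% in these data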
Target sequence (P14735 whole entry, looked up): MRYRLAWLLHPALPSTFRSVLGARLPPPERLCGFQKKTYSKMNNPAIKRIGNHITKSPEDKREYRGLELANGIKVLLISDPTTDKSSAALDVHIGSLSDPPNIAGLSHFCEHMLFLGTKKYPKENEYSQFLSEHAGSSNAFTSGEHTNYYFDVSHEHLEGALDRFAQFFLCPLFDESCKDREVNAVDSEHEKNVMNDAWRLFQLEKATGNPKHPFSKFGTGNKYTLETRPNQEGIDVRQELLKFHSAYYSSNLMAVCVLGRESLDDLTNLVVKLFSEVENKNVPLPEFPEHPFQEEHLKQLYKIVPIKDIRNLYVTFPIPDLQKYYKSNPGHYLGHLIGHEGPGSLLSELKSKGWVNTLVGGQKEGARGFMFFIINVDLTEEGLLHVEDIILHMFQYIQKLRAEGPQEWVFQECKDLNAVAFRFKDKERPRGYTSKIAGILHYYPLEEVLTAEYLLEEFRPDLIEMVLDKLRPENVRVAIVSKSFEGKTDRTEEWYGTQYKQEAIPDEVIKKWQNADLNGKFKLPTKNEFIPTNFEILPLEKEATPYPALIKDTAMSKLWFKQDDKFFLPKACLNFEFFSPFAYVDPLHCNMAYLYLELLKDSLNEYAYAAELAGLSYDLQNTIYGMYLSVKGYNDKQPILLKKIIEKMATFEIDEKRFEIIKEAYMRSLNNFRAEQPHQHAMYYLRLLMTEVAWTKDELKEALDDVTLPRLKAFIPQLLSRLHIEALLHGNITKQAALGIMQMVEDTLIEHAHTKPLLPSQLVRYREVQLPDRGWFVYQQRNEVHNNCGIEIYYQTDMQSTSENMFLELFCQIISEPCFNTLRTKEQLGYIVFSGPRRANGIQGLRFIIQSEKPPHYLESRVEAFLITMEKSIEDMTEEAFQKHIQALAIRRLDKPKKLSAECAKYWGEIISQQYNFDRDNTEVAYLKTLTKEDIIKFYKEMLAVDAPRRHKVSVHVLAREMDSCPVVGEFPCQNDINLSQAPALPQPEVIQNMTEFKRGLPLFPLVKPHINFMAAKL
VIM-2 inh: blocks Pseudomonas aeruginosa VIM-2 metallo-beta-lactamase; actives 0.89% (n = 290,000); inhibition, % at 5.6 µM; purified VIM-2, nitrocefin hydrolysis, epi-absorbance fluorescence;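 active = inhibition above the mean of all tested compounds plus 3 SD, cutoff set per screening run, cut at about 7.5% in these data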;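 note: red hydrolysis product quenches plate fluorescence so inhibitors raise well fluorescence; 0% = enzyme with DMSO and 100% = DMSO without enzyme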
NS3 helicase inh: inhibitors of Hepatitis C virus NS3 helicase. NS3 helicase DNA unwinding, Cy5 molecular beacon fluorescence. actives 0.56% (n = 290,000). inhibition, % at 10.9 µM;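 active = inhibition above the mean of all tested compounds plus 3 SD, set per campaign, cut at about 35% in these data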;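 note: 0% = DMSO wells and 100% = thioflavine S control wells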
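assay system = NS3 helicase fragment of HCV | buffer or medium = MOPS pH 6.5, MgCl2, DTT, Tween20, BSA | timing = 60 min unwinding reaction at 25 °C after ATP addition | signal = Cy5 beacon fluorescence read at start and 1 h | read-out basis = % inhibition of unwinding | control set = low DMSO, high thioflavine S at 110 µM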
PfM18AAP inh: blocks P. falciparum M18 aspartyl aminopeptidase. recombinant PfM18AAP, H-Glu-NHMec fluorogenic cleavage. actives 1.2% (n = 290,000). inhibition, % at 7.35 µM;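 active = inhibition above the campaign mean inhibition over all tested compounds plus 3 SD, cut at about 28% in these data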;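 note: 0% = plate median of test compound wells and 100% = 2 mM ZnCl2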
IMP-1 inh: inhibitors of Pseudomonas aeruginosa IMP-1 metallo-beta-lactamase. purified IMP-1, nitrocefin hydrolysis, epi-absorbance fluorescence. inhibition, % at 5.6 µM. actives 0.45% (n = 290,000);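 active = inhibition above the mean plus 3 SD of all compounds in the same screening run, cut at about 4.5% in these data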;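 note: 0% = IMP-1 with DMSO and 100% = DMSO wells lacking enzyme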
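System: Purified recombinant IMP-1 metallo-beta-lactamase enzyme | Measured by: Fluorescence quenching readout, ex 480/em 530 nm | Replication: Singlicate | Incubation: 15 min preincubation plus 25 min reaction at 25 °C | Evaluation: Percent inhibition from optical density relative to buffer-blank wells | Benchmarks: DMSO with and without IMP-1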
IDE inh: cellular human IDE inhibition. P14735. HEK cells, FAbetaB cleavage, fluorescence polarization. inhibition, % at 5.59 µM. actives 0.41% (n = 320,000);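 active = percent inhibition above the average of all tested compounds plus 3 SD, set per screening campaign, cut at about 16% in these data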;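 note: IDE supplied by intact live HEK cells; FP after avidin binding of uncleaved biotin substrate so inhibition keeps polarization high; 0% = DMSO wells and 100% = 60 µM reference IDE inhibitor Ii1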
FID counter: fluorescent intercalator displacement, NS3 helicase counter-screen; DNA fluorescent intercalator displacement, fluorescence; inhibition, % at 7.9 µM; actives 0.17% (n = 290,000); in the data active = inhibition above about 37%;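 note: 0% = vehicle and 100% = reference compound; higher means more ethidium bromide displaced from hairpin DNA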
Active calls of the source: *; / = no result given. Outcome played no part in choosing rows. About 3.6% of those tested had a hit in this group.

SMILES	SUMO HTRF inh	p-CIP stab down	IDE act	VIM-2 inh	NS3 helicase inh	PfM18AAP inh	IMP-1 inh	IDE inh	FID counter
CC(C)(C)c1ccc(S(=O)(=O)NNC(=O)C2CCN(Cc3cccc(F)c3)CC2)cc1	13	7	7	-3.1	-4	8	-2.0	10	25
COC(=O)C1=NN(c2ccc(Cl)cc2)C2C(=O)N(c3ccccc3OC)C(=O)C12 (stereo unspecified)	30	-4	3	-3.4	-1	-7	-0.8	3	-28
CN1CCN(CCCNc2c(C=O)c(=O)[nH]c3ccccc23)CC1	18	-2	5	-0.5	3	-1	-2.4	/	3
COC(=O)CN1C(=S)N(c2ccc(OC)cc2)C(=O)/C1=C/c1cccs1	5	2	0	-2.7	3	-3	-4.0	0	-4
O=C(NCc1ccco1)C(c1ccncc1)N(C(=O)Cn1nnc2ccccc21)c1ccccc1F (stereo unspecified)	3	8	2	-1.1	17	-1	-3.1	5	-22
CC1(C)S/C(=N/N=C/c2ccco2)NC1=O	-9	0	5	-3.3	6	5	-2.9	-1	6
O=C(NC1CCCC1)C(c1ccc(F)cc1)N(Cc1ccc(F)cc1)C(=O)CCl (stereo unspecified)	-3	1	6	-3.7	2	-7	-2.8	-3	-9
CC(=O)N(Cc1ccc(Br)cc1)c1ccccc1C(=O)O	15	3	-2	0.7	-6	-4	-0.3	3	-16
O=C1NC(c2cccs2)C(C(=O)c2ccccc2)C(O)(C(F)(F)F)N1 (stereo unspecified)	10	-1	0	-1.4	7	-6	-3.5	9	1
COCCNC(=O)c1c[nH]c2cc(OC)c(OC)cc2c1=O	-20	2	-3	1.3	6	-10	-1.0	-6	-1
Cc1c(O)ccc2c(CN3CCOCC3)cc(=O)oc12	43	-16	8	-1.4	-1	4	-2.5	-3	-6
COc1ccccc1-c1ocnc1C(=O)N1CCN(S(=O)(=O)c2ccc(NC(C)=O)cc2)CC1	-4	1	-2	-0.7	-5	-5	-3.5	1	-21
CCOC(=O)c1cc(OC(=O)c2cccs2)n(-c2ccccc2)n1	15	-9	4	-1.0	3	2	-2.2	0	-17
COc1ccc(-c2cc(Cl)cc3c(=O)c4ccccc4n(C)c23)cc1F	5	2	1	6.7	67*	27	-2.4	-1	5
COC(=O)c1ccccc1NC(=O)C(=O)NCc1ccncc1	-12	-1	0	-0.6	-10	2	-2.7	-2	-3
CS(=O)(=O)N(CCc1ccccc1)CC(=O)NCc1cccnc1	14	-12	12	-2.2	6	3	-0.7	-4	-3
COc1ccc(CCNCCC(=O)Nc2c(C)cc(C)cc2C)cc1OC	-7	2	-1	-4.3	3	-4	-2.4	2	8
COc1ccc(CN(C)CC(=O)NC(C)c2ccccc2)cc1OC (stereo unspecified)	12	1	5	0.3	0	2	-4.3	1	3
Cn1c(C(=O)O)c(CC(=O)Nc2ccccc2F)c2ccccc21	18	-2	3	1.2	11	-3	0.6	-1	-17
CCOC(=O)/C=C(/C)N1N=C(c2ccc(OC)cc2)CC1c1cccc([N+](=O)[O-])c1 (stereo unspecified)	-5	13	3	-3.8	5	5	-1.2	0	0

Compound profiles, from the list above.
CC(C)(C)c1ccc(S(=O)(=O)NNC(=O)C2CCN(Cc3cccc(F)c3)CC2)cc1 reads SUMO HTRF inh = 13; p-CIP stab down = 7; IDE act = 7; VIM-2 inh = -3.1; NS3 helicase inh = -4; PfM18AAP inh = 8; IMP-1 inh = -2.0; IDE inh = 10; FID counter = 25
Cc1c(O)ccc2c(CN3CCOCC3)cc(=O)oc12 reads SUMO HTRF inh = 43; p-CIP stab down = -16; IDE act = 8; VIM-2 inh = -1.4; NS3 helicase inh = -1; PfM18AAP inh = 4; IMP-1 inh = -2.5; IDE inh = -3; FID counter = -6

The list continues:
SMILES	SUMO HTRF inh	p-CIP stab down	IDE act	VIM-2 inh	NS3 helicase inh	PfM18AAP inh	IMP-1 inh	IDE inh	FID counter
CCc1nccn1S(=O)(=O)c1ccc(C)c(C)c1	-13	-4	4	0.8	22	3	1.6	4	3
CC(C(=O)Nc1nc2ccccc2s1)n1cc([N+](=O)[O-])cn1 (stereo unspecified)	21	8	8	-2.5	4	-1	-2.8	10	5
COc1ccc([N+](=O)[O-])cc1NC(=O)c1cc(C)c(C)o1	8	6	5	-1.9	-5	-1	-2.0	1	-1
CSc1cc(/C=N/O)c(SC)s1	22	-8	1	-2.6	0	0	-1.8	1	-1
Brc1ccc(CNc2cc3c(cc2Br)OCCO3)cc1	-2	-1	3	-1.8	-1	3	-1.4	-1	2
Cc1cccc(C)c1NC(=O)CN(C)C(=O)C(c1ccccc1)c1ccccc1	-1	-1	3	3.8	0	5	-1.2	4	-27
COc1ccc2c(C)nc(Nc3nc(C)cc(C)n3)nc2c1	19	-8	9	-2.0	5	8	-3.9	0	-16
O=C(c1ccco1)N1CCN(C(=O)c2ccccc2Oc2ccccc2)CC1	-2	-2	5	-0.3	-2	-5	-1.5	-4	-21
C/C(=N\NC(=O)c1c(Cl)c(C)nn1C)c1cccc(NC(=O)COc2ccc(Cl)cc2)c1	2	0	-1	-1.4	-3	-5	-4.2	3	-3
O=C(NC(=O)c1csnn1)Nc1ccccc1Cl	7	-9	2	-0.7	7	-4	2.1	4	-6
CCN1C(=O)C2C(c3cccc(F)c3)NC(CC)(C(=O)OC)C2C1=O (stereo unspecified)	2	-11	4	-2.3	8	-12	-4.9	-5	-3
COc1cccc(NC(=O)N(CCCN2CCOCC2)C(C)c2cc3ccccc3o2)c1 (stereo unspecified)	2	0	-1	-2.1	-1	-1	1.1	5	2
CCOC(=O)Cn1nc(/C=C/c2ccccc2)ccc1=O	13	-2	3	-10	2	3	-2.1	-1	-13
O=C(N/N=C/c1ccc2c(c1)OCO2)c1ccc2ccccc2n1	15	2	-5	1.4	11	9	-2.6	-1	-21
Cc1ncsc1CCOC(=O)c1cccnc1	21	-27	0	-2.4	-8	-3	-2.3	3	5
COc1cc(N2C(=O)C=CC2=O)c(OC)cc1Cl	0	-5	-27	-1.6	-8	-90	-1.6	8	-3
CCCc1nnc(NC(=O)OCC)s1	17	8	4	-4.0	1	1	-4.1	1	1
CCC1(CC)C(=O)N=C2c3ccccc3C(=O)N21	23	-14	1	-5.9	2	2	-2.7	0	-8
Oc1ccc2n[nH]nc2c1	23	-2	-1	-0.5	4	-2	-2.5	1	-4
CCN(CC)C(=O)Oc1ccc2c(=O)c(-c3ccccc3)coc2c1	-26	9	-2	-2.3	-12	6	3.8	3	-15
CC(=O)c1ccc(N2CCN(C(=O)C3CCC3)CC2)cc1	4	8	4	1.8	6	2	2.4	3	-9
O=c1c2ccccc2c(C=Nc2ccc(S(=O)(=O)N3CCCCC3)cc2)c(O)n1-c1ccc(Cl)cn1	2	0	3	-3.1	11	-3	-2.0	-4	-5
Cc1ccc(N2C(=O)C3C4C=CC(C4)C3C2=O)cc1C (stereo unspecified)	-3	-2	-4	-2.3	0	-1	-2.7	9	-3
CCN(CC)C(=O)CSc1nc2ccc(NC(=O)CSc3nccn3C)cc2s1	-14	-3	-4	21*	5	6	-3.0	7	-11
COc1cc(C(=O)NCc2nnc(SCC(=O)Nc3cc(C)cc(C)c3)o2)cc(OC)c1OC	-10	0	8	0.0	-3	-12	-1.8	-1	-28
O=c1[nH]c(C2CCN(S(=O)(=O)c3ccccc3)CC2)nc2c1nnn2Cc1ccc2c(c1)OCCO2	/	-9	-1	-2.7	-4	-1	-1.2	6	-36
O=c1c2ccccc2nc(-c2ccc([N+](=O)[O-])cc2)n1O	-5	5	1	-2.7	5	2	-1.9	0	-2
CCN1C(=O)/C(=C2/Sc3ccc(OC)cc3N2C)SC1=Nc1ccc(OC)cc1	24	0	0	-2.9	22	1	-3.5	1	-1
Cc1cc(O)cc(O)c1C(=O)Cc1cscn1	10	-16	0	-4.0	5	2	-3.8	-4	0
Cc1ccc(S(=O)(=O)NN2C(=O)/C(=C/c3ccc(C(=O)O)cc3)SC2=S)cc1	29	3	6	-2.5	37*	15	-2.5	5	-7
O=C(O)CCCC(=O)N1N=C(c2ccccc2)CC1c1ccc2c(c1)OCO2 (stereo unspecified)	6	-2	3	-1.2	1	4	-1.0	2	-45
CCCCN1C(=S)NC[C@@H]1Cc1ccccc1	2	-16	-3	-2.4	7	2	-1.6	-2	-10
C/C(CCC(=O)OC[C@H]1O[C@H](C#Cc2ccccc2)C=C[C@@H]1Oc1ccc(C)cc1)=N\O[C@@H](C)CN1CCCCc2nc(C)c(C)cc21	-15	-6	/	-4.2	-14	-8	-2.1	/	-27
Cc1nnc(SCC2=C(C(=O)O)N3C(=O)C(NC(=O)Cn4nc(C)c(Cl)c4C)C3SC2)s1 (stereo unspecified)	10	2	-1	2.5	29	15	-0.9	1	-29
CNC(=S)Nc1ccc([N+](=O)[O-])c(C)c1	0	-9	0	-1.4	11	6	-2.5	4	23
Cc1cc(=O)oc2cc(OCC(=O)NCc3ccccn3)ccc12	20	-4	1	-2.3	-21	3	-2.4	1	-8
COc1ccc(C2CC(=O)c3cnc(N4CCc5ccccc54)nc3C2)c(OC)c1 (stereo unspecified)	11	3	/	-0.2	0	-13	-2.9	3	-1
CC(=O)Nc1c(C(=O)NCc2ccccc2)nnn1Cc1ccccc1	-7	-7	-6	-2.5	6	10	-3.2	9	0
Cc1c(NC(=O)COC(=O)CSc2ccc(C(N)=O)cc2[N+](=O)[O-])c(=O)n(-c2ccccc2)n1C	-4	-3	2	0.7	-3	2	-2.1	-1	-3
Cc1c(C(=O)OC2CCC(C)CC2)[nH]c2c1C(=O)CCC2 (stereo unspecified)	-10	-1	-3	-5.7	3	9	-3.0	2	-3
CCCCCOC(=O)C1=C(C)NC(=O)NC1c1ccc(OC)cc1 (stereo unspecified)	2	-9	-7	-2.5	2	-1	-3.3	4	-29
CCCNC(=O)NC(=O)COC(=O)CC(NC(N)=O)c1ccc(Cl)cc1 (stereo unspecified)	2	-12	1	-1.4	8	4	-3.0	-3	-10
CC1(C)OC(=O)C(=CNc2ccccc2F)C(=O)O1	7	6	8	-1.8	2	-10	0.1	-2	-3
CC1(C)Cc2c(sc(NC(=O)c3ccc(C(=O)c4ccccc4)cc3)c2C#N)C(C)(C)N1	-1	-13	-1	-2.2	-85	3	-1.2	7	38*
O=C(CN1CCN(S(=O)(=O)c2ccccc2)CC1)Nc1ccc2c(c1)CCC2	6	-26	2	-5.2	-9	-1	-1.8	5	-26
CC(NS(=O)(=O)c1ccc2c(c1)CC(C)N2C(=O)C1CC1)c1ccccc1 (stereo unspecified)	3	-14	2	-1.9	-6	-6	-1.8	-3	-42
CC(=O)N(Cc1ccc(F)cc1)C1=C(NCCc2ccccc2)C(=O)c2ccccc2C1=O	28	-6	4	1.0	-12	-11	-4.3	-2	16
